High-throughput results as filed in PubChem.
Rtt109 HAT inh: C. albicans Rtt109 histone acetyltransferase inhibition. inhibition, % at 34.9 µM. 330,000 tested, 0.16% active. purified Rtt109/Vps75, ThioGlo CoA-SH fluorescence, 4 h. Q5AAJ8. AID 540336;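 active = inhibition of at least 50% in every replicate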
Target sequence (Q5AAJ8 whole entry, looked up): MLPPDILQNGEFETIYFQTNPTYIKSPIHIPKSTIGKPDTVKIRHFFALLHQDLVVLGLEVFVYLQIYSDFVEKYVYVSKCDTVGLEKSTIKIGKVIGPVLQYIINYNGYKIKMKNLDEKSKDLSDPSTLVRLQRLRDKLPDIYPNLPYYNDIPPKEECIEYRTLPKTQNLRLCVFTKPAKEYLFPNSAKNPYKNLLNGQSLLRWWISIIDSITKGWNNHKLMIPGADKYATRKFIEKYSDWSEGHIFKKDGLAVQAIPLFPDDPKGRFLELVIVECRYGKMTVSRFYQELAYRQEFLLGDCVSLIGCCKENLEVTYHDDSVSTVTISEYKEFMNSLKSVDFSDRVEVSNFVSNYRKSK
SR-BI HDL uptake: mouse SR-BI HDL lipid transfer inhibition. inhibition, % at 12.5 µM. Q61009. ldlA[mSR-BI] CHO cells, DiI-HDL uptake fluorescence, 3 h. 320,000 tested, 0.96% active;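 active = mean replicate inhibition of at least 70% and a set share of replicates each scoring 70 or more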;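 note: 0% = median of neutral control wells and 100% = median of positive control wells; values of inactives mirror those of a sister screen read the other way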
NSD2 HMT inh: blocks human histone methyltransferase NSD2 | O96028 | NSD2 peptide methylation, AlphaScreen, 120 min | inhibition, % at 12.5 µM | 310,000 tested, 0.54% active | AID 743445; in the data active = inhibition above about 50%
PvdQ inh: P. aeruginosa PvdQ acylase inhibition; purified PvdQ acylase, fluorescence plate reader; inhibition, % at 10 µM; 340,000 tested, 0.063% active; in the data active = inhibition above about 30%, passing the limit was not always enough;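 note: 0% = vehicle neutral wells and 100% = reference inhibitor wells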
CAL PDZ FP-1: CAL PDZ (human) peptide binding inhibition; purified CAL PDZ, TMR-peptide fluorescence polarization, 1 h; inhibition, % at 24.9 µM; 300,000 tested, 0.92% active; AID 602252; Q9HD26;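 active = mean inhibition of at least 30% with at least half of replicates also reaching 30%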;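 note: 0% = DMSO neutral control and 100% = excess unlabeled competitor peptide PRC23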
CAL PDZ FP-2: blocks peptide binding to human CAL PDZ domain | Q9HD26 | purified CAL PDZ, TMR-peptide fluorescence polarization, 1 h | inhibition, % at 20 µM | 330,000 tested, 0.02% active | AID 504414;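 active = highest replicate inhibition of at least 40%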;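 note: plate controls were DMSO neutral control wells for no effect and unlabeled competitor peptide control wells for full effect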
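Material: tagged CAL PDZ protein CerCALP, purified; buffer or medium: sodium phosphate/NaCl buffer pH 7.4 with TCEP, IgG, Thesit; also added: fluorescent TMR peptide probe; schedule: 1 h incubation at room temperature before polarization reading; technique: fluorescence polarization from S- and P-plane intensities, G-factor corrected; control set: unlabelled peptide and DMSO controls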
dFosB activator: mouse delta FosB homodimer activation; P13346; purified delta FosB, TAMRA-CDK5 oligo fluorescence polarization; percent of positive-control signal above neutral wells; activation, % at 25 µM; 340,000 tested, 0.99% active; AID 493131;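 active = mean activation above about 17%, with every replicate also reaching it, limit read from the data, passing the limit was not always enough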;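 note: fluorescence polarization rise as delta FosB binds a TAMRA Cdk5 AP-1 oligo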
Target sequence (P13346 whole entry, looked up): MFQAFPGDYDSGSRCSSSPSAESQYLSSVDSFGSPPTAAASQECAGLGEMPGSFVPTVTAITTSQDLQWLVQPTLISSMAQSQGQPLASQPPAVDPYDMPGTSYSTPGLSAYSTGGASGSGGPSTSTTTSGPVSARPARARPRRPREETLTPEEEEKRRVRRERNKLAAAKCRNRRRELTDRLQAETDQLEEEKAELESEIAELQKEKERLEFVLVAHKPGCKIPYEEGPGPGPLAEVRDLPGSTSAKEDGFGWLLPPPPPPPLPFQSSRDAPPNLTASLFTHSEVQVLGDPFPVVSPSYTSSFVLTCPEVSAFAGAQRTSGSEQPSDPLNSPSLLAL
MITF act: MITF TRPM1 promoter activation in melanoma cells; SK-MEL-5 TRPM1-promoter luciferase, 24 h; % of positive control, neutral wells = 0; activation, % at 12.5 µM; 300,000 tested, 0.75% active;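 active = mean activation of at least 80% with every replicate also reaching 80%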;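 note: 0% = neutral control wells and 100% = parthenolide positive control wells; values of inactives mirror those of a sister screen read the other way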
PfHsp90 yeast 2: reduces growth (ATP signal) of yeast expressing P. falciparum Hsp90. S. cerevisiae expressing PfHsp90, BacTiter-Glo ATP, 48 h; yeast lacking PDR1 and PDR3 efflux regulators. inhibition, % at 9.4 µM. 310,000 tested, 0.32% active. AID 504621;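 active = every replicate shows inhibition above about 80%, whatever the replicate mean, limit read from the data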;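 note: 0% = DMSO neutral controls and 100% = 20 µM radicicol positive controls; yeast relying on Plasmodium falciparum Hsp90 in place of its own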
SR-BI DiI-HDL act: SR-BI HDL lipid transfer activation; CHO ldlA[mSR-BI] cells, DiI-HDL uptake fluorescence, 3 h; 100 = double the neutral-control signal; activation, % at 12.5 µM; 320,000 tested, 0.096% active;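 active = mean replicate activation of at least 60% and every replicate at or above 60%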;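 note: 0% = median plate neutral-control signal and 100% = twice that signal; values of inactives mirror those of a sister screen read the other way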
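Material: SR-BI-overexpressing, LDLR-lacking CHO cells; schedule: compound exposure 3 h, 37 °C; reagent: DiI-labelled HDL at 10 µg/mL final; technique: bottom-read fluorescence, 550/595 nm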
Starred values were filed as active, the others as inactive.

Start of the listing, in advance:
Screening COc1cc(NC(=O)CCCn2c(=O)oc3ccccc32)cc(OC)c1 returned Rtt109 HAT inh 3, SR-BI HDL uptake 7, NSD2 HMT inh -1, PvdQ inh -10, CAL PDZ FP-1 -6, CAL PDZ FP-2 0.3, dFosB activator -2, MITF act 9, PfHsp90 yeast 2 -18 and SR-BI DiI-HDL act -7.
COc1ccccc1CCNC(=O)Nc1cccc([N+](=O)[O-])c1 was read as Rtt109 HAT inh 0, SR-BI HDL uptake 18, NSD2 HMT inh 1, PvdQ inh -10, CAL PDZ FP-2 -1.5, dFosB activator -4, MITF act -7, PfHsp90 yeast 2 34 and SR-BI DiI-HDL act -18.

Results, from the first entry:
Screening COc1cc(NC(=O)CCCn2c(=O)oc3ccccc32)cc(OC)c1 returned Rtt109 HAT inh 3, SR-BI HDL uptake 7, NSD2 HMT inh -1, PvdQ inh -10, CAL PDZ FP-1 -6, CAL PDZ FP-2 0.3, dFosB activator -2, MITF act 9, PfHsp90 yeast 2 -18 and SR-BI DiI-HDL act -7.
COc1ccccc1CCNC(=O)Nc1cccc([N+](=O)[O-])c1 was read as Rtt109 HAT inh 0, SR-BI HDL uptake 18, NSD2 HMT inh 1, PvdQ inh -10, CAL PDZ FP-2 -1.5, dFosB activator -4, MITF act -7, PfHsp90 yeast 2 34 and SR-BI DiI-HDL act -18.
COc1ccc(C(C)=O)c(OC(=O)c2ccc(OC)c(OC)c2)c1 was read as Rtt109 HAT inh -5, SR-BI HDL uptake 19, NSD2 HMT inh 0, PvdQ inh -15, CAL PDZ FP-1 3, CAL PDZ FP-2 -0.2, dFosB activator -7, PfHsp90 yeast 2 10 and SR-BI DiI-HDL act -19.
For CCCCOC(=O)c1nnc(-c2ccccc2)o1 the results were Rtt109 HAT inh -12, SR-BI HDL uptake -22, NSD2 HMT inh -1, PvdQ inh -18, CAL PDZ FP-1 -2, CAL PDZ FP-2 0.5, dFosB activator 4, MITF act -1, PfHsp90 yeast 2 12 and SR-BI DiI-HDL act 22.
CCNC(=O)/C(C#N)=C/c1c(N2CCN(c3ccccc3)CC2)nc2ccccn2c1=O was read as Rtt109 HAT inh 0, SR-BI HDL uptake -8, NSD2 HMT inh 6, PvdQ inh -15, CAL PDZ FP-1 -5, CAL PDZ FP-2 -0.2, dFosB activator -3, MITF act 42, PfHsp90 yeast 2 -8 and SR-BI DiI-HDL act 8.
COCCCN1C(=O)c2[nH]nc(-c3ccccc3O)c2C1c1cccc(Cl)c1 (stereo unspecified) was read as Rtt109 HAT inh 17, SR-BI HDL uptake 39, NSD2 HMT inh 14, PvdQ inh -3, CAL PDZ FP-1 -1, CAL PDZ FP-2 -2.8, dFosB activator -9, MITF act -39, PfHsp90 yeast 2 -7 and SR-BI DiI-HDL act -39.
`CCCNC(=O)C(Cc1ccccc1F)NC(=O)c1ccc(C#N)cc1` (stereo unspecified) gave Rtt109 HAT inh -8, SR-BI HDL uptake 10, PvdQ inh -4, CAL PDZ FP-1 -3, CAL PDZ FP-2 0.1, dFosB activator -6, MITF act 2, PfHsp90 yeast 2 2 and SR-BI DiI-HDL act -10.
COc1ccc(C(=O)Nn2c(C3CCC3)nc3ccccc3c2=O)c(OC)c1 was read as Rtt109 HAT inh -5, SR-BI HDL uptake 15, PvdQ inh -13, CAL PDZ FP-1 -1, CAL PDZ FP-2 0.0, dFosB activator 9, MITF act -1, PfHsp90 yeast 2 -4 and SR-BI DiI-HDL act -15.
For Cc1cccc(C(=O)OC(C)CN2CCN(C)CC2)c1 (stereo unspecified) the results were Rtt109 HAT inh -9, SR-BI HDL uptake -15, NSD2 HMT inh 5, PvdQ inh -5, CAL PDZ FP-1 -4, CAL PDZ FP-2 -0.4, dFosB activator 5, MITF act 48, PfHsp90 yeast 2 -9 and SR-BI DiI-HDL act 15.
Screening COc1ccccc1/C=C/c1nc(S(=O)(=O)c2ccccc2)c(N(C)C)o1 returned Rtt109 HAT inh 23, SR-BI HDL uptake 3, NSD2 HMT inh -13, PvdQ inh -16, CAL PDZ FP-1 0, CAL PDZ FP-2 -0.6, dFosB activator -15, MITF act -4, PfHsp90 yeast 2 -3 and SR-BI DiI-HDL act -3.
Screening Cc1cc(C)c(S(=O)(=O)N2CCN(C(=O)c3cc4ccccc4oc3=O)CC2)c(C)c1 returned Rtt109 HAT inh -2, SR-BI HDL uptake 3, NSD2 HMT inh 1, PvdQ inh -16, CAL PDZ FP-1 -3, CAL PDZ FP-2 -1.9, dFosB activator -16, MITF act -6 and PfHsp90 yeast 2 10.
For CCOc1cccc(NC(=O)C2CC(=O)N(C)C(=Nc3ccccc3)S2)c1 (stereo unspecified) the results were Rtt109 HAT inh -6, SR-BI HDL uptake 75*, NSD2 HMT inh 0, PvdQ inh 8, CAL PDZ FP-1 -5, CAL PDZ FP-2 -1.7, dFosB activator 3, MITF act -9, PfHsp90 yeast 2 -12 and SR-BI DiI-HDL act -75.
`Cc1ccc2[nH]c(=O)c(CN(CCCO)S(=O)(=O)c3c(C)ccc4nsnc34)cc2c1` gave Rtt109 HAT inh -11, SR-BI HDL uptake -7, PvdQ inh -6, CAL PDZ FP-1 0, CAL PDZ FP-2 -2.9, dFosB activator -2, MITF act -8, PfHsp90 yeast 2 -3 and SR-BI DiI-HDL act 7.
Screening Nc1c(NCCC2=CCCCC2)c(=O)[nH]c(=O)n1Cc1ccccc1 returned Rtt109 HAT inh 3, SR-BI HDL uptake -4, PvdQ inh -9, CAL PDZ FP-1 -4, CAL PDZ FP-2 -2.4, dFosB activator -4, MITF act -6, PfHsp90 yeast 2 -42 and SR-BI DiI-HDL act 4.
Screening COCC(C)NC(=O)c1cc(-c2ccccc2OC)on1 (stereo unspecified) returned Rtt109 HAT inh -2, SR-BI HDL uptake 37, NSD2 HMT inh 0, PvdQ inh -10, CAL PDZ FP-2 -1.1, dFosB activator -3, MITF act 26, PfHsp90 yeast 2 -20 and SR-BI DiI-HDL act -37.
`O=C(O)CC(CC(=O)Nc1nncs1)c1ccccc1` (stereo unspecified) gave Rtt109 HAT inh 3, SR-BI HDL uptake -9, NSD2 HMT inh -2, PvdQ inh -8, CAL PDZ FP-1 -1, CAL PDZ FP-2 -1.6, dFosB activator 3, MITF act 16, PfHsp90 yeast 2 -9 and SR-BI DiI-HDL act 9.
For O=C(O)C1CC=CCC1C(=O)Nc1cccc(F)c1 (stereo unspecified) the results were Rtt109 HAT inh 24, SR-BI HDL uptake -12, NSD2 HMT inh 1, PvdQ inh 2, CAL PDZ FP-1 -1, CAL PDZ FP-2 -1.9, dFosB activator -6, MITF act -4, PfHsp90 yeast 2 0 and SR-BI DiI-HDL act 12.
Screening Cc1nn(C)c(C)c1/C=N/NC(=O)CCn1nc(C)c([N+](=O)[O-])c1C returned Rtt109 HAT inh 2, SR-BI HDL uptake -19, NSD2 HMT inh -2, PvdQ inh 3, CAL PDZ FP-1 0, CAL PDZ FP-2 -0.4, dFosB activator 2, MITF act 2, PfHsp90 yeast 2 3 and SR-BI DiI-HDL act 19.
`COc1cccc(/C=N/NC(=O)c2nnn(-c3nonc3N)c2C(C)C)c1` gave Rtt109 HAT inh 21, SR-BI HDL uptake 38, NSD2 HMT inh -2, PvdQ inh 13, CAL PDZ FP-1 3, CAL PDZ FP-2 -1.7, dFosB activator -14, MITF act 7, PfHsp90 yeast 2 18 and SR-BI DiI-HDL act -38.
`O=C(CCN1C(=O)/C(=C\c2cccs2)SC1=S)Nc1ccccn1` gave Rtt109 HAT inh -3, SR-BI HDL uptake -10, NSD2 HMT inh 0, PvdQ inh -12, CAL PDZ FP-1 -4, CAL PDZ FP-2 -2.5, dFosB activator -3, MITF act 5, PfHsp90 yeast 2 -5 and SR-BI DiI-HDL act 10.
Cc1[nH]c(=O)[nH]c(=O)c1S(=O)(=O)NCCc1ccc(S(N)(=O)=O)cc1 was read as Rtt109 HAT inh 2, SR-BI HDL uptake -16, PvdQ inh -1, CAL PDZ FP-1 -1, CAL PDZ FP-2 0.3, dFosB activator -7, PfHsp90 yeast 2 3 and SR-BI DiI-HDL act 16.
Screening CCOc1cc(S(=O)(=O)Nc2ccccc2CC)ccc1Cl returned Rtt109 HAT inh 1, SR-BI HDL uptake -5, NSD2 HMT inh -2, PvdQ inh -6, CAL PDZ FP-1 -5, dFosB activator -3, MITF act 3, PfHsp90 yeast 2 -30 and SR-BI DiI-HDL act 5.
Screening CC(C)c1ccc(OCc2nnc(SCC(=O)N3CCCCC3)o2)cc1 returned Rtt109 HAT inh 7, SR-BI HDL uptake -1, NSD2 HMT inh -7, PvdQ inh -5, CAL PDZ FP-1 -6, CAL PDZ FP-2 -2.0, dFosB activator -16, MITF act 11, PfHsp90 yeast 2 2 and SR-BI DiI-HDL act 1.
For CC(CC(=O)Nc1ccc(S(=O)(=O)Nc2ncccn2)cc1)c1ccccc1 (stereo unspecified) the results were Rtt109 HAT inh -2, NSD2 HMT inh 1, PvdQ inh -8, CAL PDZ FP-1 -4, CAL PDZ FP-2 -3.2, dFosB activator 4, MITF act 4 and PfHsp90 yeast 2 0.
For CC(=O)C1(C)C(=O)N(c2ccc(C)cc2)C(=O)N1c1ccc(C)cc1 (stereo unspecified) the results were Rtt109 HAT inh -3, SR-BI HDL uptake 10, NSD2 HMT inh -3, PvdQ inh -20, CAL PDZ FP-1 -3, CAL PDZ FP-2 0.2, dFosB activator -11, MITF act 15, PfHsp90 yeast 2 -19 and SR-BI DiI-HDL act -10.
`O=C(Nc1cccc(S(=O)(=O)N2CCOCC2)c1)C1COc2ccccc2O1` (stereo unspecified) gave Rtt109 HAT inh 3, SR-BI HDL uptake 10, NSD2 HMT inh -1, PvdQ inh -6, CAL PDZ FP-1 -3, CAL PDZ FP-2 -3.0, dFosB activator -5, MITF act 14, PfHsp90 yeast 2 -13 and SR-BI DiI-HDL act -10.
Screening CCn1c(N2CCN(C(=S)NCC(C)C)CC2)nc2ccccc21 returned Rtt109 HAT inh -1, SR-BI HDL uptake 12, NSD2 HMT inh -1, PvdQ inh -10, CAL PDZ FP-1 10, CAL PDZ FP-2 -1.6, dFosB activator -6, MITF act -1, PfHsp90 yeast 2 18 and SR-BI DiI-HDL act -12.
`CCCNC(=O)C(Cc1ccc(F)cc1)NC(=O)c1ccc(C#N)cc1` (stereo unspecified) gave Rtt109 HAT inh -2, SR-BI HDL uptake 10, PvdQ inh 1, CAL PDZ FP-1 -1, CAL PDZ FP-2 0.1, dFosB activator 2, MITF act 16, PfHsp90 yeast 2 3 and SR-BI DiI-HDL act -10.
`CCCn1nnc(NC(=O)c2cccc(Cl)c2)n1` gave Rtt109 HAT inh -1, SR-BI HDL uptake -14, NSD2 HMT inh 5, PvdQ inh -11, CAL PDZ FP-1 -2, dFosB activator -1, MITF act 28, PfHsp90 yeast 2 -12 and SR-BI DiI-HDL act 14.
CCCCn1c(N)c(N(CC(C)C)C(=O)C2CSC3(C)CCC(=O)N23)c(=O)[nH]c1=O (stereo unspecified) was read as Rtt109 HAT inh 13, SR-BI HDL uptake -4, NSD2 HMT inh -1, PvdQ inh -3, CAL PDZ FP-1 -5, CAL PDZ FP-2 -1.7, dFosB activator 3, MITF act 1, PfHsp90 yeast 2 2 and SR-BI DiI-HDL act 4.

No enrichment for hits, and some 4.3% of all compounds hit somewhere here.
